Assay outcomes deposited in PubChem BioAssay by several laboratories.
PLAP act – human PLAP activation; activation fold at 20 µM; AID 696; purified PLAP enzyme, luminescent substrate read-out; active compounds read high; hit rate 1.2% among 96,000; P05187; in the data active means activation fold above about 2
Target sequence (P05187 whole entry, looked up): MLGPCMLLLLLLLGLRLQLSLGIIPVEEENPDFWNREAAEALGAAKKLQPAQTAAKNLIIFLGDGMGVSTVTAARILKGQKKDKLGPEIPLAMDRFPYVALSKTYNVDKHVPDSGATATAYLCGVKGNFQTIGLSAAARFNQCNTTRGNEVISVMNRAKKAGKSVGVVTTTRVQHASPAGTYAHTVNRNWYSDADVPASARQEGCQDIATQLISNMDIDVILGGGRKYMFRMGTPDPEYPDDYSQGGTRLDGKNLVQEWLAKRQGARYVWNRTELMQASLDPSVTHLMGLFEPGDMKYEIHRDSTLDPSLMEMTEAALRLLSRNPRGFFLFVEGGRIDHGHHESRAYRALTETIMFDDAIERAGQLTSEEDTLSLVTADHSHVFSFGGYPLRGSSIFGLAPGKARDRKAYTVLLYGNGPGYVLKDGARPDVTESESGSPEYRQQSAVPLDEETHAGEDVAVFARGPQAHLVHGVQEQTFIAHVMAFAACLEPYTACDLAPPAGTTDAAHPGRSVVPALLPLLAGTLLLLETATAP
CD11b adhes inh – blocks human CD11b/CD18 adhesion to fibrinogen; K562 CD11b/CD18 adhesion to fibrinogen, ATPlite luminescence; Mn2+ added to activate the integrin; AID 1497; P05107+P11215; hit rate 0.54% among 93,000; inhibition, % at 10 µM;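 active means primary inhibition of 50% or more at 10 µM, then 40% or more on retest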; further: some results filed as inactive read as strong as hits
ERb coact inh – blocks coactivator binding to human estrogen receptor beta; TR-FRET ER-beta LBD / SRC1-Cy5 peptide binding; receptor agonist-loaded with 1 µM estradiol; hit rate 1.3% among 86,000; Q92731; AID 633; inhibition, % at 25.6 µM;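 active means compounds whose percent inhibition of the receptor-coactivator binding signal exceeds about 50% in the single-dose screen, limit read from the data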;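 further: 0% = receptor plus peptide wells without compound and 100% = peptide-only wells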
E coli WT exp – blocks growth of wild type E. coli BW25113; AID 710; OD600 absorbance; hit rate 0.15% among 98,000; growth inhibition, % at 100 µM;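 active means growth inhibition above about 50% at one test dose, limit read from the data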;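 further: growth measured after 20 h incubation at 37 °C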
MT1-MMP txn act – activates MT1-MMP transcription. HT1080 MT1-MMP promoter luciferase reporter, luminescence, overnight; active compounds read high. activation factor at 10 µM. hit rate 0.16% among 86,000. AID 750;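 active means activation factor of at least 2 for MT1-MMP transcription at 10 µM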
FAK inh – inhibitors of human focal adhesion kinase; biochemical FAK kinase activity assay; inhibition, %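 (tested at 7 µM)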; hit rate 0.84% among 97,000; AID 727; in the data active means inhibition above about 19%;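 further: 0% = DMSO and 100% = reference compound high control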
ERa coact inh – ER-alpha (human) coactivator binding inhibition; TR-FRET ER-alpha LBD / SRC-1 peptide, estradiol-bound; inhibition, % at 25.6 µM; hit rate 1.7% among 86,000; AID 629; in the data active means inhibition above about 50%;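 further: 0% = receptor plus peptide control and 100% = peptide only without receptor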
ERa coact pot – ER-alpha (human) coactivator binding potentiation; P03372; TR-FRET ERalpha-LBD/SRC-Cy5 coactivator binding, 2 h; 100 = basal binding, no effect; coactivator binding (% of control), % at 25.6 µM; hit rate 1.3% among 86,000; AID 639; in the data active means activity above about 200%;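 further: binding measured in presence of low estradiol as agonist stimulus; 0% = peptide alone without receptor and 100% = receptor with peptide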
Mac1 fbg enh – increases human CD11b/CD18 adhesion to fibrinogen; K562 CD11b/CD18 adhesion to fibrinogen, ATPlite luminescence; AID 1499; activation, % at 10 µM; hit rate 0.07% among 93,000; P05107+P11215;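 active means 10 µM primary screen giving 50% or more activity, confirmed by 40% or more on retest at that dose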; further: strong numbers were not always called active; reference of the scale not given here
Active calls of the source: *; nt = not tested or not shown; [ ] = remark or other dose.

Below each SMILES – PLAP act	CD11b adhes inh	ERb coact inh	E coli WT exp	MT1-MMP txn act	FAK inh	ERa coact inh	ERa coact pot	Mac1 fbg enh
CCCC(=O)Nc1ccc2oc(-c3ccncc3)nc2c1
    0.9	-16	1	-5	1.3	1	6	111	-2
Cc1nnc(SCC(=O)Nc2ncc3c(n2)CCCC3=O)s1
    0.9	-18	5	-3	1	5	1[fluorescence artefact?]	94	4
O=C(c1ccc(CS(=O)(=O)Cc2ccc(Cl)cc2)o1)N1CCCC1
    1	5	2	-4	1.1	1	9	130	0
O=C(Oc1ccccc1N1C(=O)CCC1=O)c1ccco1
    nt	nt	0[fluorescence artefact?]	1	1.1	2	-3[fluorescence artefact?]	105	nt
Cc1cc(C)nc(SCc2ccc3nonc3c2)n1
    1.1	15	nt	-1	1	-2	nt	nt	-1
CC(C)(C)OC(=O)N[C@@H](Cc1ccccc1)c1nnc(SCC(=O)c2ccc(Cl)cc2)o1
    0.9	11	2	1	1.2	-2	0	120[fluorescence artefact?]	-3
O=[N+]([O-])c1cccc(-n2nnnc2CN2CCCCCC2)c1
    1	-4	nt	8	nt	5	nt	nt	3
O=C(NCCCN1CCOCC1)C1CCC(=O)N1CCc1ccccc1 (stereo unspecified)
    1	-18	-6	1	1.3	-1	3	119[fluorescence artefact?]	2
CCCS(=O)(=O)N1CCCC(C(=O)NCC2CCCO2)C1 (stereo unspecified)
    1	nt	-5	4	1.2	-5	-5	115[fluorescence artefact?]	nt
COc1ccc(C(=O)NCc2ccccn2)cc1
    nt	nt	24[fluorescence artefact?]	nt	1.2	3	16	95	nt
Cc1cccc(Cn2c(NCC(C)O)nc3c2c(=O)n(C)c(=O)n3C)c1 (stereo unspecified)
    1	-21	-7	0	1	1	3	112	-1
C=CCn1c(COc2ccccc2)nnc1SCC(=O)NCC(=O)OCC
    1	-2	-6	4	1.2	0	3	98	-8
Clc1ccc(C=NC23CN4CN(CN(C4)C2)C3)cc1
    0.9	2	6	-3	1.2	-8	-3	121	-1
Cc1cc(NC(=O)c2ccccc2NS(=O)(=O)c2c(C)c(C)cc(C)c2C)no1
    1.6	-16	3	-8	1.1	nt	-3	124[fluorescence artefact?]	-2
CCOC(=O)c1ccc(N2C(=O)CC(N3CCCC(C)C3)C2=O)cc1 (stereo unspecified)
    1.5	-33	-9	0	1.1	-2	-9	91	2
Cc1c(S(=O)(=O)N2CCN(C(=O)c3ccco3)CC2)c(=O)n(C)c(=O)n1C
    1.1	8	6	8	1	3	7	103[fluorescence artefact?]	-5
Cc1nnc(SC(C)C(=O)Nc2ccc(S(=O)(=O)N3CCCCCC3)cc2)s1 (stereo unspecified)
    1.2	14	1	-3	0.9	12	8	112	-2
Cc1[nH]nc2c1C(c1ccoc1)C(C#N)=C(N)O2 (stereo unspecified)
    nt	nt	14	11	1	2	0	130	nt
O=S1(=O)N=C(N2CCN(Cc3ccccc3)CC2)c2ccccc21
    1.3	5	0	3	1.1	8	-8	128	0
CC1Cc2ccccc2N1C(=O)C1CCCN(S(=O)(=O)c2cccc3cccnc23)C1 (stereo unspecified)
    1.5	3	-4	2	1	-1	8	102[fluorescence artefact?]	-2
CCN(c1ccccc1)S(=O)(=O)c1ccc(F)c(C(=O)O)c1
    1.1	22	-4	0	1	nt	-2	113[fluorescence artefact?]	0
Cc1ccc(C)c(NC(=S)NNC(=O)c2csc3c2CCC(C)C3)c1 (stereo unspecified)
    1.4	32	nt	-7	nt	-1	nt	nt	-2
Cc1[nH]nc2c1C1(C(=O)Nc3ccc([N+](=O)[O-])cc31)C(C#N)=C(N)O2 (stereo unspecified)
    1.2	5	-4	6	1.1	1	1	97	-2
CCOCCN1CCN(c2c(C)c(C)nc3cc(-c4cc(OC)cc(OC)c4)nn23)CC1
    1.5	9	3	-6	1	0	0	106	-4
C=CCn1c(=O)c2ccccc2n2c(SCC(=O)NCc3cccs3)nnc12
    0.8	4	-5	-12	1.2	nt	-1	96	-2
Cc1cc(Br)cc2c(C(=O)Nc3c(C)n(C)n(-c4ccccc4)c3=O)cc(-c3cccs3)nc12
    1.4	-41	nt	-9	nt	0	nt	nt	2
Cc1ccc2cc(-c3noc(C(C)(C)C)n3)c(=O)[nH]c2c1
    1	-1	1	5	1.2	4	-3	116	-2
CC1(N2CCCCC2)CC2(O)C(=[N+]1[O-])CCC/C2=N\O (stereo unspecified)
    1.9	-8	6	4	1	-1	-27	91	-2
Cc1cccc(N2CCN(C(=O)CCn3c(=O)[nH]c4ccccc4c3=O)CC2)c1C
    1.1	1	0[fluorescence artefact?]	-7	1.1	4	4[fluorescence artefact?]	107	-5
Cc1cc(NC(=O)CSc2ccc3nnc(-c4ccc(F)cc4)n3n2)no1
    1	nt	9[fluorescence artefact?]	2	1.1	2	9[fluorescence artefact?]	108	nt

Carrying on.
Below each SMILES – PLAP act	CD11b adhes inh	ERb coact inh	E coli WT exp	MT1-MMP txn act	FAK inh	ERa coact inh	ERa coact pot	Mac1 fbg enh
CCCn1nnc(NC(=O)c2cc(Br)cc(Br)c2OC)n1
    1.3	24	-3[fluorescence artefact?]	-1	1.1	-9	11	104	-1
CCN(CCCNC(=O)C1CCC(=O)N1Cc1ccc(C)cc1)c1cccc(C)c1 (stereo unspecified)
    1.4	nt	0	-3	1.1	-3	-4	101	nt
Cc1ccc(CSCCNS(C)(=O)=O)cc1
    0.8	5	-3	3	1	-1	2	99	4
O=C(Nc1ccc(F)cc1)c1cccnc1N1CCCCC1
    1.9	-6	10	7	1.3	3	8	96	1
COc1ccccc1Nc1nc(C)cc(=O)[nH]1
    1	3	-8	5	1	-1	-7	109	-2
O=C(CN1CCN(c2ccccn2)CC1)N(c1ccccc1)c1ccc2ccccc2c1
    1.6	-1	10[fluorescence artefact?]	-11	1.2	nt	12	87	-3
Cc1cc(=O)oc(C)c1C(=O)NCC(C)NC(=O)c1c(C)cc(=O)oc1C (stereo unspecified)
    1	-29	0[fluorescence artefact?]	4	1.1	-1	5	88	-1
O=C1CN(C(=O)COC(=O)c2ccccc2NCc2ccco2)c2ccccc2N1
    0.9	-2	nt	4	nt	0	nt	nt	0
O=C(CSc1nc(-c2ccncc2)nn1CC(=O)N1CCCCC1)NC1CCCC1
    1	-2	0	6	1.2	-4	-5	119	-2
Cc1ccc(C)c(NC2=NCC(=O)N2c2ccc3c(c2)OCCO3)c1
    nt	nt	-11[fluorescence artefact?]	nt	1.5	0	-12	103[fluorescence artefact?]	nt
N#C/C(=C/c1ccc(Sc2nc3ccccc3[nH]2)o1)c1cccc(F)c1
    1.7	-20	4	-18	1	2	6	90[fluorescence artefact?]	4
COCCN(Cc1cc2cc3c(cc2[nH]c1=O)OCO3)C(=O)c1cccs1
    1	11	-3	3	1.2	-2	9	86	3
N#CCSc1nc2c(cc1C#N)CCCCCC2
    0.9	-1	4	-6	1	5	8	78[fluorescence artefact?]	-1
Cc1ccc(NC(=S)N/C(=N/S(=O)(=O)c2ccccc2)c2ccccc2)cc1
    1	-4	4	-5	1.5	2	18	77	1
CNCCOc1ccccc1-c1ccccc1
    1	8	-9	10	1.1	-1	-6	104	-3
O=C(CCCn1cnc([N+](=O)[O-])n1)Nc1ccc(Cl)c(Cl)c1
    0.9	-13	nt	19	nt	1	nt	nt	5
OC12CCCCC1C(c1ccc3c(c1)OCO3)N(Cc1ccccc1F)CC2 (stereo unspecified)
    1.6	1	-6	13	1	2	-12	108	0
O=C(NCc1ccc2c(c1)OCO2)c1cc2c(s1)CS(=O)(=O)C2
    1.1	-3	12[fluorescence artefact?]	3	1.2	nt	11[fluorescence artefact?]	82	4
CCOc1ccccc1N1CCN(C(=O)C(Sc2ccccc2)c2ccccc2)CC1 (stereo unspecified)
    1.2	5	nt	-31	nt	-3	nt	nt	-2

Look-ups from above:
CD11b adhes inh with OC12CCCCC1C(c1ccc3c(c1)OCO3)N(Cc1ccccc1F)CC2 (stereo unspecified) reads 1
ERb coact inh with Cc1ccc(CSCCNS(C)(=O)=O)cc1 reads -3

Quoted from the listing for reference:
Below each SMILES – PLAP act	CD11b adhes inh	ERb coact inh	E coli WT exp	MT1-MMP txn act	FAK inh	ERa coact inh	ERa coact pot	Mac1 fbg enh
CCCn1nnc(NC(=O)c2cc(Br)cc(Br)c2OC)n1
    1.3	24	-3[fluorescence artefact?]	-1	1.1	-9	11	104	-1
CCN(CCCNC(=O)C1CCC(=O)N1Cc1ccc(C)cc1)c1cccc(C)c1 (stereo unspecified)
    1.4	nt	0	-3	1.1	-3	-4	101	nt
Cc1ccc(CSCCNS(C)(=O)=O)cc1
    0.8	5	-3	3	1	-1	2	99	4
O=C(Nc1ccc(F)cc1)c1cccnc1N1CCCCC1
    1.9	-6	10	7	1.3	3	8	96	1
COc1ccccc1Nc1nc(C)cc(=O)[nH]1
    1	3	-8	5	1	-1	-7	109	-2
O=C(CN1CCN(c2ccccn2)CC1)N(c1ccccc1)c1ccc2ccccc2c1
    1.6	-1	10[fluorescence artefact?]	-11	1.2	nt	12	87	-3
Cc1cc(=O)oc(C)c1C(=O)NCC(C)NC(=O)c1c(C)cc(=O)oc1C (stereo unspecified)
    1	-29	0[fluorescence artefact?]	4	1.1	-1	5	88	-1
